# Source: PubChem (National Center for Advancing Translational Sciences (NCATS))
# Pin1 inhibitor: blocks the human prolyl isomerase Pin1; 390,000 tested, 0.009% active; Pin1 FP peptide displacement, HiFluor488, 10 min; AID 504891; Potency, µM (titrated, usually from 115 µM), inactives show at the top dose activity, negative = inhibition, usual class: inhibitors; active = well fitted inhibition curve with a large enough effect in the polarisation, with a control signal flat, not every such curve was filed as active; inconclusive = small, poorly fitted or top-dose-only effect, or effect the other way, or a change in a side signal; inactive = no such curve, though single readings can be large or run the other way; the % refers to the polarisation; also: potency is read from the fitted curve at half-maximal effect; % is scaled to controls: 0 for no effect and ±100 for the full control effect
# POLH inh: inhibitors of human DNA polymerase eta | recombinant Pol eta, fluorescent DNA replication assay | Potency, µM (series often up to 114 µM), without a hit: at the highest dose activity change, negative = inhibition, actives largely listed as inhibitors | 390,000 tested, 1.2% active | AID 588591; also: potency is read from the fitted curve at half-maximal effect; % is scaled to controls: 0 for no effect and ±100 for the full control effect
#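 Fluorescent replication assay: 50 nM final substrate added after a 15 min room-temperature compound preincubation with 10 nM enzyme. Signal taken at 0 min and again at 10 min.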
# Tb PGK inh: inhibitors of T. brucei phosphoglycerate kinase. Potency, µM (highest dose often 57.5 µM), without a hit: top-dose activity change, negative = inhibition, hits mostly inhibitors. P07378. PGK/GAPDH coupled, Kinase-Glo luminescence, 60 min. AID 602233. 380,000 tested, 0.043% active; also: potency is read from the fitted curve at half-maximal effect; % is scaled to controls: 0 for no effect and ±100 for the full control effect; nearly all actives have a fitted effect of over 60% in size
#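 Luminescent ATP detection (Kinase-Glo Plus) follows a 60-minute room-temperature incubation, with wells lacking PGK as controls. Buffer: 100 mM TEA (pH 7.6), 5 mM MgCl2, 0.01% Tween-20. Coupling enzyme GAPDH (100 nM final) supplies unstable 1,3-BPG in-well.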
# HP1b binding inh: inhibitors of HP1-beta chromodomain binding to methylated histone tails; P83916; AlphaScreen HP1-beta / biotin-H3K9me3 peptide binding; Potency, µM (doses to about 114 µM), without a hit: at the highest dose activity change, negative = inhibition, usual class: inhibitors; 390,000 tested, 0.56% active; AID 540317; also: potency is read from the fitted curve at half-maximal effect; nearly all actives have a fitted effect of over 70% in size; inactives centre near 23
# Target sequence (P83916 whole entry, looked up): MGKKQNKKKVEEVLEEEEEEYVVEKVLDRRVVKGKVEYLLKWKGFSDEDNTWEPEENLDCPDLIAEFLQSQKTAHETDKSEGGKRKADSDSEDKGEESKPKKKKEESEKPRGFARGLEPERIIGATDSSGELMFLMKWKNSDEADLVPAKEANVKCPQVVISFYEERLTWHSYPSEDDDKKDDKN
#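 AlphaScreen: HP1-beta (50 nM) preformed 30 min with biotin-H3(1-18)K9me3 peptide (50 nM) in PBS pH 7.4, 0.01% Tween-20. Compound added for 30 min at RT, then streptavidin donor/nickel chelate acceptor beads (10 ug/mL) for 30 min.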
# BAZ2B inh: inhibitors of human BAZ2B bromodomain; Q9UIF8; AlphaScreen BAZ2B-H3K14Ac peptide displacement; Potency, µM (series often up to 114 µM), inactives show top-dose activity change, negative = inhibition, actives largely listed as inhibitors; 360,000 tested, 4.4% active; AID 504333; also: potency is read from the fitted curve at half-maximal effect; % is scaled to controls: 0 for no effect and ±100 for the full control effect; nearly all actives have a fitted effect of over 60% in size
#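 AlphaScreen displacement: compounds (up to 110uM) incubated 30 min at room temperature with a preformed 50 nM BAZ2B/50 nM biotinylated H3K14Ac peptide complex in PBS pH 7.4 with Tween-20. Donor and acceptor beads at 10 ug/mL final added, 20 min light-protected before reading.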
# GLS inhibitor: glutaminase GLS (human) inhibition; GLS enzymatic activity, qHTS titration; Potency, µM (top dose mostly 45.5 µM), for the others: top-dose activity change, negative = inhibition, usual class: inhibitors; 410,000 tested, 0.21% active; AID 624170; also: potency is read from the fitted curve at half-maximal effect; % is scaled to controls: 0 for no effect and ±100 for the full control effect
#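 Human kidney-isoform GLS in 45 mM KH2PO4 pH 8.2, 0.02% Tween-20, with compound, started with 1mM L-Glutamine (added stock). Glutamate oxidase/HRP/Amplex red coupled fluorescence read at start and after 30 min at RT.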
# JMJD2A Tudor: inhibitors of human JMJD2A Tudor domain; AlphaScreen JMJD2A-Tudor / H3K4me3 peptide binding; Potency, µM (series often up to 114 µM), for the others: top-dose activity change, negative = inhibition, actives largely listed as inhibitors; 390,000 tested, 4.4% active; AID 504339; also: potency is read from the fitted curve at half-maximal effect; % is scaled to controls: 0 for no effect and ±100 for the full control effect; nearly all actives have a fitted effect of over 50% in size
# PI4K2A block: blocks human PI4K2A kinase activity. activity change, negative = inhibition, % at 76.9 µM. 420,000 tested, 0.13% active. Q9BTU6. purified PI4K2A, ADP-Glo luminescence, 1 h; hits give low values; in the data active = activity change below about -50%; inconclusive = mostly about -30% to -49%;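 also: -100% = wells without enzyme as full effect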
# Target sequence (Q9BTU6 whole entry, looked up): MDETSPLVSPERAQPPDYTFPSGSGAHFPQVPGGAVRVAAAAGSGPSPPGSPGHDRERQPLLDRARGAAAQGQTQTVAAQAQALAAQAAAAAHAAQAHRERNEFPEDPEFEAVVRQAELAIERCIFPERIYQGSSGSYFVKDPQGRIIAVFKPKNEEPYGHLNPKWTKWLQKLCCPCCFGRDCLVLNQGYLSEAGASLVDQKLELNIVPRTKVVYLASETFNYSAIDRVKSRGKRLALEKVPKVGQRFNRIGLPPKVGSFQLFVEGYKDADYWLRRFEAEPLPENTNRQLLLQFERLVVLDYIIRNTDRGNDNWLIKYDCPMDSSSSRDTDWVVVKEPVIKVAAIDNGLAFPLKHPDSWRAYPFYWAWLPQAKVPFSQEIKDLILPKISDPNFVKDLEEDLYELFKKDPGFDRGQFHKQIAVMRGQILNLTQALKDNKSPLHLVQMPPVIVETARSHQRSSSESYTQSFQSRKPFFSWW
#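 ADP-Glo luminescence measured ADP generated by PI4K2A enzyme (4 ug/mL before mixing) with 1.2 mM PI substrate (pre-mix) and 300 microM ATP (pre-mix). Tris pH7.5 buffer with MgCl2, Triton X-100; 1 h reaction at ambient temperature.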
# G9a inh: G9a (human) methyltransferase inhibition; Q96KQ7; G9a H3K9 monomethylation, AlphaScreen, 2 h; Potency, µM (series often up to 102 µM), for the others: at the top dose activity, negative = inhibition, actives largely listed as inhibitors; 350,000 tested, 8.8% active; also: potency is read from the fitted curve at half-maximal effect; % is scaled to controls: 0 for no effect and ±100 for the full control effect; nearly all actives have a fitted effect of over 75% in size
# Target sequence (Q96KQ7 913-1193 limits assumed): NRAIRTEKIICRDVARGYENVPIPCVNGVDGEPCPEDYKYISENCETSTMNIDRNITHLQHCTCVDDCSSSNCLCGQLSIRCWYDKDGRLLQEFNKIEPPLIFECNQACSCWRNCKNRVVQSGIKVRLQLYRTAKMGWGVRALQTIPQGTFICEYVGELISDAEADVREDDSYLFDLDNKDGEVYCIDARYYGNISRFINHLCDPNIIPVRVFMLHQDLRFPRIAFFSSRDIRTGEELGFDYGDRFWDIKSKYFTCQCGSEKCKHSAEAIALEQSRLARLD
#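 G9a (20 nM) preincubated 15 min RT with compounds, then 500 nM biotinylated H3K9 peptide and 20 uM SAM added; 2 h RT reaction. Monomethyl-H3K9 product detected by AlphaScreen with anti-H3K9me1 antibody, streptavidin donor and anti-rabbit IgG acceptor beads.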
# Numbers without * were called inactive; i = inactive; ? = inconclusive; nt = not tested or not shown; & = joins results of further samples; [ ] = remark or other dose. Unless noted, calls follow the shape of the dose curve; as a rule, active = well fitted curve in the direction sought with a large enough effect; inconclusive = small, poorly fitted or top-dose-only effect, or another doubt; inactive = no such curve, though single readings can be large; an effect the other way counts as inactive or inconclusive. Some of the compounds tested, so the mix of outcomes need not match the whole.
nr	structure	POLH inh	JMJD2A Tudor	G9a inh	PI4K2A block	GLS inhibitor
1	COc1ccc2[nH]cc(CCN=C(N)N)c2c1	12%	-7%	?	4	0%
2	N=c1sc2c(n1Cc1ccccc1)CCCC2	-6%	-11%	8%	-6	3%
3	O=C(c1cccs1)c1cn(Cc2ccccc2Cl)c2ccccc12	1%	5%	-11%[12.7 µM]	3	-1%
4	O=c1c2ccccc2nc(CN2CCOCC2)n1-c1ccccc1F	-7%	-15%[57.1 µM]	?	-5	0%
5	CCOP(=O)(OCC)C(NC(=O)NC)C(N)=O (stereo not drawn)	-16%	-4%	8%	1	-20%
6	Cc1cccc(OCC(=O)N2CCN(CCc3ccccn3)CC2)c1	-10%	-3%	1%[59 µM]	1	1%
7	COC(=O)C1=C(c2ccccc2OCc2ccccc2)C[C@@H]2CC[C@H]1N2C(=O)NCc1ccc(N(C)C)cc1	-17%	20µM*	-6%[0.501 µM]	0	17%
8	COc1ccc(NC(=O)C2C3CCC(O3)C2C(=O)O)c(OC)c1 (stereo not drawn)	-16%	-36%	10µM*	3	9%
9	CCC(=NCc1cccnc1)c1c(O)n(-c2ccccc2)c(=O)[nH]c1=O	-1%	-20%	nt	7	-3%
10	CCN1CCN(Cc2nc3ccc([N+](=O)[O-])cc3c(=O)n2-c2ccccc2F)CC1	-16%	7%	?	-3	-15%
11	CCCCC(=O)N/N=C/c1c(O)n(Cc2ccco2)c(=O)[nH]c1=O	?	?	?	-6	0%
12	CCOc1cc(CNCCc2cccc(F)c2)ccc1OC	1%	1.4µM*	22µM*	-1	-1%
13	CC(C)c1ccc(-n2c(O)c(/C=N/N3CCOCC3)c(=O)[nH]c2=S)cc1	-2%	-12%	50µM*	1	0%
14	CN(Cc1c[nH]c2ccccc12)C1CCCCC1	-14%	-10%	-15%	4	-7%
15	CCC(=O)Nc1nc2ccccc2n1CCN(C)C	-7%	40µM*	32µM*	2	29%

nr	HP1b binding inh	Pin1 inhibitor	Tb PGK inh	BAZ2B inh
1	32%	3%	9%	?
2	61%[activator]	2%	4%[11.5 µM]	12%
3	51%[activator]	6%	-5%	-1%
4	46%[activator]	-2%	2%	-15%
5	27%	-7%	-9%	29%
6	35%[activator]	1%	-6%	-22%
7	-23%	4%	i	28µM*
8	0%	-1%	4%	-16%
9	26%	1%	-1%	0%
10	23%	-6%	0%	2%
11	40%[activator]	29%	-6%	50µM*
12	71µM*	-12%	-1%	45µM*
13	24%	2%	2%	-27%
14	16%[57 µM]	5%	-8%	-27%
15	-11%	0%	-10%	?

# Some of the entries so far, with tabs.
nr	SMILES	POLH inh	JMJD2A Tudor	G9a inh	PI4K2A block	GLS inhibitor	HP1b binding inh	Pin1 inhibitor	Tb PGK inh	BAZ2B inh
4	O=c1c2ccccc2nc(CN2CCOCC2)n1-c1ccccc1F	-7%	-15%[57.1 µM]	?	-5	0%	46%[activator]	-2%	2%	-15%
5	CCOP(=O)(OCC)C(NC(=O)NC)C(N)=O (stereo not drawn)	-16%	-4%	8%	1	-20%	27%	-7%	-9%	29%
6	Cc1cccc(OCC(=O)N2CCN(CCc3ccccn3)CC2)c1	-10%	-3%	1%[59 µM]	1	1%	35%[activator]	1%	-6%	-22%
7	COC(=O)C1=C(c2ccccc2OCc2ccccc2)C[C@@H]2CC[C@H]1N2C(=O)NCc1ccc(N(C)C)cc1	-17%	20µM*	-6%[0.501 µM]	0	17%	-23%	4%	i	28µM*
8	COc1ccc(NC(=O)C2C3CCC(O3)C2C(=O)O)c(OC)c1 (stereo not drawn)	-16%	-36%	10µM*	3	9%	0%	-1%	4%	-16%
9	CCC(=NCc1cccnc1)c1c(O)n(-c2ccccc2)c(=O)[nH]c1=O	-1%	-20%	nt	7	-3%	26%	1%	-1%	0%

# Following part
nr	structure	POLH inh	JMJD2A Tudor	G9a inh	PI4K2A block	GLS inhibitor
16	COc1ccc(CCn2c(O)c(C=NCc3ccc4c(c3)OCO4)c(=O)[nH]c2=O)cc1OC	?	-22%	?	1	nt
17	CCCCn1c(O)c(/C=N/N2CCOCC2)c(=O)[nH]c1=S	-7%	8%	45µM*	-7	16%
18	C[C@]1(O)CCC2C3CC[C@H]4C[C@@H](OC(=O)CNC(=O)CN)CC[C@]4(C)C3CC[C@@]21C (stereo partly drawn)	-22%	-11%	nt	8	-8%
19	Clc1ccc(CSC(Cn2ccnc2)c2ccc(Cl)cc2Cl)cc1 (stereo not drawn)	-3%	?	?	1&-5	0%
20	Cc1ccc(C(=O)N/C(=C\Cl)P(=O)(c2ccccc2)c2ccccc2)cc1	-25%	1%	19%	0	1%
21	CC(=O)O[C@@]12CO[C@@H]1C[C@@H](O)[C@@]1(C)C(=O)[C@H](O)C3=C(C)[C@@H](OC(=O)[C@H](O)[C@@H](NC(=O)c4ccccc4)c4ccccc4)C[C@@](O)([C@@H](OC(=O)c4ccccc4)C12)C3(C)C (stereo partly drawn)	-21%	-20%	-5%[12.7 µM]	4	13%
22	CCN(CC)C(=O)c1ccc(N(Cc2ccccc2)S(C)(=O)=O)cc1	7%	-4%	nt	6	0%
23	COc1ccc(CCNC2(C#N)CCCCC2)cc1OC	0%	nt	nt	-2	-10%
24	O=[N+]([O-])c1ccc(C2C3C(c4ccccc4)=NC4(CCCCC4)N32)cc1 (stereo not drawn)	-13%	?	-20%	8	0%
25	CCCCCn1c(=O)c(C(=O)NCc2ccccn2)c(O)c2ccccc21	-19%	52%[activator]	106%[activator][59 µM]	-4	-9%
26	CCc1ccc(C2C(C#N)=C(N)Oc3n[nH]c(CC(=O)OC)c32)cc1 (stereo not drawn)	-11%	-3%	-7%[59 µM]	5	0%
27	C=C(C)Cn1c(-c2cccc([N+](=O)[O-])c2)n[nH]c1=S	11%	8.9µM*	13µM*	2	-20%
28	COc1cccc(CCNCc2c(F)cccc2F)c1	-7%	?	7.9µM*	1	7%
29	O=C(O)CNC1c2ccccc2CSc2ccccc21 (stereo not drawn)	2%	18µM*	nt	1	11%
30	Cc1nc2cc([N+](=O)[O-])ccc2c(=O)n1-c1ccc(Br)cc1	-10%	-11%	14%	0	17%

nr	HP1b binding inh	Pin1 inhibitor	Tb PGK inh	BAZ2B inh
16	14%	29%	0%	-26%
17	50%[activator]	0%	-7%	-19%
18	9%	0%	5%	nt
19	5%	?	-9%	?
20	27%	-9%	9%	0%
21	14%	-5%	-5%	-26%
22	25%	-5%	-13%	0%
23	nt	nt	-1%	nt
24	-6%	-2%	-2%	-7%
25	165%[activator]	6%	-10%	39%[activator]
26	43%[activator]	6%	-5%	7%
27	11%	-19%	2%	-16%
28	?	4%	i	40µM*
29	5%	5%	4%	nt
30	27%	1%	-5%	-3%

# (continued)
nr	structure	POLH inh	JMJD2A Tudor	G9a inh	PI4K2A block	GLS inhibitor
31	Cc1ccccc1-n1c(/C=C/c2ccc(N(C)C)cc2)nc2ccccc2c1=O	-26%	22µM*	-35%[59 µM]	7	2%
32	CC(C)[N+]12CCC(CC1)C(C(O)(c1ccccc1)c1ccccc1)C2 (stereo not drawn)	-25%	?	nt	8	-5%
33	Cn1c(O)c(N=Nc2ccc(S(=O)(=O)N3CCOCC3)cc2)c(=O)n(C)c1=O	1%	-28%	?	-2	0%
34	CC(C)Nc1nc(Cl)nc(NC(C)C)n1	2%	-12%	-3%[59 µM]	9	-3%
35	O=c1c2ccccc2nc(-c2ccccc2)n1-c1cccnc1	-6%	-3%	23%[59 µM]	0	17%
36	CCc1c(C)nc(N)nc1N1N=C1SC(C(C)=O)C(C)=O	-13%	-24%	nt	-2	-2%
37	CC1(c2ccccc2)NCCN2C(=O)CSC21 (stereo not drawn)	6%	3%	3%[59 µM]	7	10%
38	O=C1NC(c2cc3ccccc3nc2Cl)Nc2ccccc21 (stereo not drawn)	1%	-19%	20%	-1	20%
39	O=C(Cn1cnc2sc3c(c2c1=O)CCCC3)NCCC(=O)N1CCC2(CC1)OCCO2	-5%	-1%	29%	-1	-2%
40	Oc1cc2c(cc1CN1CCN(c3ccccc3)CC1)CCC2	3%	?	2%[59 µM]	5	21%
41	C=C1C(=O)OC2CC(C)C3C=CC(=O)C3(C)C(O)C12 (stereo not drawn)	?	-9%	nt	?	-1%
42	Nc1c(C(=O)OCC2CCCO2)c2nc3ccccc3nc2n1Cc1cccs1 (stereo not drawn)	-5%	3%	9%[59 µM]	4	-1%
43	CCN1CCN(c2nc3ccccc3s2)CC1	-11%	1%	17%	3	2%
44	O=C(N/N=C/c1c(O)n(CCC2=CCCCC2)c(=S)[nH]c1=O)c1ccccc1	-20%	?	?	1	26%

nr	HP1b binding inh	Pin1 inhibitor	Tb PGK inh	BAZ2B inh
31	25%	?	-10%	22µM*
32	46%[activator]	4%	-2%	?
33	-2%	1%	-7%	-22%
34	26%	-1%	-6%	4%
35	8%	-8%	2%	2%
36	30%[activator]	3%	i	?
37	30%	-2%	i	?
38	15%	9%	2%	-4%
39	30%	4%	0%	1%
40	-18%	?	-4%	-34%
41	35%	-1%	i	nt
42	86%[activator]	1%	-11%	6%
43	35%	-3%	-4%	-3%[57.1 µM]
44	17%	?	3%	-5%
